HEK cytotox – Cytotoxic Profiling in HEK 293 Cell Line of Diverse Libraries Using Quantitative High-Throughput Screening | HEK 293 viability, ATP luminescence (CellTiter-Glo), 48-72 h | Potency, µM (highest dose often 115 µM), inactives show top-dose activity change, negative = cytotoxicity, hits mostly inhibitors | 6.6% of 94,000 active | AID 1345083, 2018; note: potency is the fitted concentration of half-maximal effect; nearly all actives have a fitted effect of over 60% in size
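ATP-coupled CellTiter-Glo luminescence served as viability read-out, recorded 10 min after reagent addition at room temperature. HEK 293 cells, 250 cells/well, had been incubated with pintool-transferred compound for 48 or 72 hr at 37 degree Celsius.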
NIH3T3 tox – Cytotoxic Profiling in NIH 3T3 Cell Line of Diverse Libraries Using Quantitative High-Throughput Screening; NIH 3T3 viability, CellTiter-Glo ATP luminescence, 48-72 h; Potency, µM (highest dose often 96.7 µM), without a hit: at the top dose activity change, negative = cytotoxicity, usual class: inhibitors; 4.3% of 94,000 active; note: potency is the fitted concentration of half-maximal effect; nearly all actives have a fitted effect of over 55% in size
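Cells were seeded at 400 per well, treated with pin-transferred compound, and kept 48 or 72 hr at 37 °C before CellTiter-Glo addition and luminescence imaging of cellular ATP.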
SNCA viab count – GF-AFC viability counterscreen for inhibitors of alpha-synuclein gene (SNCA) expression. HEK-293-SNCA-luc viability, GF-AFC fluorescence, 24 h. Potency, µM (titrated, usually from 57.1 µM), inactives show at the highest dose activity change, negative = cytotoxicity, usual class: cytotoxic. 0.12% of 150,000 active;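 note: potency is the fitted concentration of half-maximal effect; 0% = DMSO-treated cells and -100% = medium-only wells without cells; nearly all actives have a fitted effect of over 30% in size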
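Cytotoxicity counterscreen: after 24 h compound treatment of genome-edited SNCA-luciferase HEK-293 cells, live-cell protease substrate GF-AFC read by fluorescence after 30 min; activity scaled between DMSO (0%) and medium-only (-100%), curves Hill-fitted.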
FLuc inh – Firefly luciferase inhibition profiling of diverse chemical library using quantitative high-throughput screening; purified P. pyralis luciferase, luminescence, biochemical; Luciferin 4-monooxygenase (Photinus pyralis), P08659; 2.5% of 76,000 active; Potency, µM (doses to about 115 µM), for inactives: at the top dose activity change, negative = inhibition, usual class: inhibitors; note: potency is the fitted concentration of half-maximal effect; nearly all actives have a fitted effect of over 65% in size
Target sequence (P08659 whole entry, looked up): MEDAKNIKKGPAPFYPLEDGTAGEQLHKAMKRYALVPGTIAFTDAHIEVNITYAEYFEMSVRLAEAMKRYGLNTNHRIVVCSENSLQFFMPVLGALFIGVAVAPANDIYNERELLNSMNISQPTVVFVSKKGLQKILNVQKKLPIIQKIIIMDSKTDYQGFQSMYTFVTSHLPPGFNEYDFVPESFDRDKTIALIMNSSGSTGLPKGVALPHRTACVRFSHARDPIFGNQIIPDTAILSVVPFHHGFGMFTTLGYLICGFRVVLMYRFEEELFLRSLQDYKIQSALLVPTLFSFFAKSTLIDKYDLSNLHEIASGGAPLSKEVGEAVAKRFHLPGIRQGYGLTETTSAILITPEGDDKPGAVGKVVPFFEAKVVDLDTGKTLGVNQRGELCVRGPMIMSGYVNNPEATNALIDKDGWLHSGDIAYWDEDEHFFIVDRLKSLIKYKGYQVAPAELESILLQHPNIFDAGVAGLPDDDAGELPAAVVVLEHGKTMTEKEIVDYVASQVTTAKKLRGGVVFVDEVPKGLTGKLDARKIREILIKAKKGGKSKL
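Biochemical qHTS: compound (6-point titration) added to 10uM D-luciferin plus 10uM ATP in Tris acetate pH 7.5 buffer with Mg, Tween-20 and BSA, then purified enzyme at 10nM; light output imaged.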
GPT2 inh – Primary qHTS assay for inhibitors of Glutamate pyruvate transaminase 2 (GPT2); Alanine aminotransferase 2 (Homo sapiens), Q8TD30; Recombinant GPT2, coupled pyruvate oxidase/HRP Amplex Red fluorescence; Potency, µM (doses to about 57.7 µM), for inactives: top-dose activity change, negative = inhibition, usual class: inhibitors; 0.25% of 100,000 active; AID 1671188, 2021; note: potency is the fitted concentration of half-maximal effect; nearly all actives have a fitted effect of over 60% in size; many of its hits are not listed in these tables
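Recombinant GPT2 (10ng/uL) with 250uM a-KG and 2mM L-alanine, 30 min at room temperature, in HEPES pH 7.5 buffer. Pyruvate detected by pyruvate oxidase/HRP/Amplex Red fluorescence after 30 min in the dark; AOA (50uM) as positive control.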
SNCA expr inh – Primary qHTS assay for inhibitors of alpha-synuclein gene (SNCA) expression; Potency, µM (titrated, usually from 57.2 µM), inactives show at the highest dose activity change, negative = inhibition, most hits filed as inhibitors; HEK-293 SNCA-luciferase knock-in, luminescence, 24 h; AID 1671194, 2021; 0.17% of 140,000 active;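 note: potency is the fitted concentration of half-maximal effect; plate controls were DMSO cells for no effect and cell-free wells for full effect; nearly all actives have a fitted effect of over 45% in size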
IP6K1 inh – Primary qHTS assay for small molecule inhibitors of Inositol hexaphosphate kinase 1 (IP6K1) | IP6K1 kinase, ADP-Glo luminescence, 2 h; hits give low values | activity change, % (series mostly up to about 58 µM) | 0.81% of 140,000 active; in the data active = activity change below about -25%
Target sequence (Q92551 whole entry, looked up): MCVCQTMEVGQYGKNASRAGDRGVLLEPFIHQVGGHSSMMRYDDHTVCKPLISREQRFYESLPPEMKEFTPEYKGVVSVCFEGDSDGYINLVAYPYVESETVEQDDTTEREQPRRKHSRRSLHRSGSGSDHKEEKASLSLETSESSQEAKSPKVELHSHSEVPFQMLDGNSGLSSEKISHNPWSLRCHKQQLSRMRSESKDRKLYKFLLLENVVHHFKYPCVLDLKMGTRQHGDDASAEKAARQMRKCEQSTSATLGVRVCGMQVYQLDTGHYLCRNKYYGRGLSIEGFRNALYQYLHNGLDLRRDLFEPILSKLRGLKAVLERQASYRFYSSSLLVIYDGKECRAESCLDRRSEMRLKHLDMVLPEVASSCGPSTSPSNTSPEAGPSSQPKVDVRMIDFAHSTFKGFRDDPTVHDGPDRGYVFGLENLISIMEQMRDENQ
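ADP-Glo luminescence measures ADP made by human IP6K1 during a 2 h RT reaction with ATP/IP6 (mix at 1.3 mM/130 uM); top library doses 57.5 and 19.1 uM final.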
Numbers without * were called inactive; i = inactive; ? = inconclusive; . = no result given; & = joins results of further samples; [ ] = dose if it differs, or a comment. Unless noted, calls come from the whole dose curve; as a rule, active = well fitted curve in the direction sought with a large enough effect; inconclusive = small, poorly fitted or top-dose-only effect, or another doubt; inactive = no such curve, though single readings can be large; an effect the other way counts as inactive or inconclusive. Unless noted, % is set by controls: 0 for no effect and ±100 for the full control effect. The list is partial; rates above refer to the full screens.

1	Cc1nn(C)c(COc2ccc(N3CCN(S(=O)(=O)N(C)C)CC3)cc2)c1-c1cccc2c(CCCOc3cccc4ccccc34)c(C(=O)O)n(CCN3CCOCC3)c12
2	O=C(CN1C(=O)NC(c2ccccc2Cl)C2=C1COC2=O)NCc1ccccc1Cl (stereo not given)
3	CCOC(=O)c1[nH]c2ccccc2c1NC(=O)c1ccc(Br)cc1
4	Cc1noc(C)c1-c1cnc(Nc2ccncc2)c2c1CCO2
5	COc1ccc(-c2nc3sc(CCNC(=O)c4cc(Cl)ccc4OC)c(C)n3n2)cc1
6	CN(C)C(=O)c1ccc(OC2CCN(C(=O)c3ccccc3)CC2)nc1
7	C#CCOc1ccc(C(=O)N[C@@H]2CN(C3CCN(C)CC3)CCC[C@H]2O)cc1
8	Cc1cccc(C(=O)Nc2ccc(C(=O)OCc3cc(=O)n4nc(C5CC5)sc4n3)cc2)c1
9	C[S+](=O)([O-])N1Cc2ccccc2CC2(CCN(CC3CCCC3)C2)C1 (stereo not given)
10	CCNC(=O)[C@@H]1C[C@H](N)CN1C(=O)c1ccc(NC(C)=O)cc1C

entry no.,1,2,3,4,5,6,7,8,9,10
HEK cytotox,.,?,.,?,.,-9%,i,.,-14%,3%
NIH3T3 tox,.,-29%,.,?,.,-15%,?,.,i,4%
SNCA viab count,2%&-20%,7%,-7%,8%[87.6 µM],?,-2%,6%[87.6 µM],-4%,-2%,-7%
FLuc inh,.,2%,.,-7%[172 µM],.,7%,-3%[172 µM],.,.,-2%
GPT2 inh,3%,i,.,-1%[88.5 µM],.,i,i,.,i,-5%
SNCA expr inh,-14%,-16%,-1%,?,35%[activator],20%,6%[87.6 µM],-8%,12%,10%
IP6K1 inh,10,0,1,-17,2,29,-2,14,-11,-19

11	COc1ccc(F)cc1-c1ccc(CN2CCCCC2C(=O)NC(C)CCc2ccccc2)cc1 (stereo not given)
12	O=C(Cc1ccccc1)NCC1CN(C(=O)C2CCOCC2)CC12CN(c1ccccc1)C2 (stereo not given)
13	COc1ccc(CNC(=O)N[C@H](Cc2ccccc2)C(=O)N2CCOCCNC(=O)CC2)cc1
14	Clc1ccccc1-c1ncc[nH]1
15	CCc1ccccc1N(C)C(=O)C1CCCN(c2ncnc3c2nc2n3CCCCC2)C1 (stereo not given)
16	CC1=C(C(=O)OC2CCCC2)C(c2ccccc2Cl)CC(=O)N1 (stereo not given)
17	O=C(Cc1ccccn1)N1CCC2(C1)C(=O)N(CCc1ccccc1)c1ccccc12 (stereo not given)
18	Cc1nn(-c2ccccc2)c2c1C(C)N(C1CCN(C(=O)NC3CCCC3)C1)C2=O (stereo not given)
19	CN1CCC(N2CC3(C2)C(=O)N(C)C(=O)[C@@H]2C[C@@H](O)CN23)CC1
20	CN(Cc1cccn1C)Cc1cccn1C

entry no.,11,12,13,14,15,16,17,18,19,20
HEK cytotox,25µM*,4%,3%,i,.,.,?,?,i,-2%[230 µM]
NIH3T3 tox,?,?,-7%,-1%[174 µM],.,.,?,?,i,-2%[174 µM]
SNCA viab count,.,1%,-27%,3%[87.6 µM],?,2%,-5%&-2%,.,4%[87.6 µM],?
FLuc inh,.,3%,3%,.,.,.,-3%&-3%,.,-1%[172 µM],-7%[230 µM]
GPT2 inh,.,-5%,i,-20%[88.5 µM],.,.,-8%,.,-28%[88.5 µM],-14%[88.5 µM]
SNCA expr inh,.,-13%,?,-4%[87.6 µM],-3%,1%,2%&-2%,.,-2%[87.6 µM],-30%[87.6 µM]
IP6K1 inh,16,11,4,-8,31,24,4&9,1,6,4

21	CCOc1ccc(OCC)c(NS(=O)(=O)c2c(C)[nH]c(=O)[nH]c2=O)c1
22	O=C(C1CCCN(C(=O)C2CC2)C1)N1CCC(N2Cc3cccn3C2=O)CC1 (stereo not given)
23	COc1ccc(C(=O)N2CC[C@H]3C(=O)NCCCCCCN(Cc4ccncc4)[C@@H]3C2)c(OC)n1
24	CN(C)c1ccc(-c2nc(-c3ccccn3)no2)cc1[N+](=O)[O-]
25	Cc1cnc(CN(C)c2cc(C3CC(O)C3)nc(N)n2)[nH]1 (stereo not given)
26	Cc1ccc(C(=O)N2CCC3(CC2)CN(C(C)C)C3c2ccccc2)s1 (stereo not given)
27	CN(CC1Cc2ccccc2O1)C(=O)c1cn(Cc2ccccc2F)nn1 (stereo not given)
28	CC(C)c1ccc(N2C(=O)CSC23C(=O)N(Cc2ccccc2F)c2ccccc23)cc1 (stereo not given)
29	CCNC(=O)N1Cc2[nH]cnc2C[C@H]1c1nc(-c2ccc(F)c(Cl)c2)no1
30	COc1ccc(CNC(=O)CSc2nc(-c3ccc(OC)c(OC)c3)cc(C(F)(F)F)n2)cc1

entry no.,21,22,23,24,25,26,27,28,29,30
HEK cytotox,.,-3%,-5%,.,3%,?,-10%,.,?,.
NIH3T3 tox,.,-15%,-5%,.,-3%,?,-23%,.,?,.
SNCA viab count,-4%,7%,4%,-7%,-18%,1%,10%,2%,-5%[87.6 µM],-18%
FLuc inh,.,.,-6%,.,13%,.,-8%,.,15%[172 µM],.
GPT2 inh,.,-7%,0%,.,0%,-14%,?,.,-8%[88.5 µM],.
SNCA expr inh,-6%,9%,2%,?,-29%,-15%,30%,-1%,21%[87.6 µM],0%
IP6K1 inh,-3,-4,3,-16,-14,10,18,18,-3,-4

31	CCc1sc(Nc2cccc(Cl)c2)nc1-c1cc2cccc(OC)c2oc1=O
32	CC(=O)N1CCC(N2C(=O)c3c(c(C)nn3-c3ccccc3)C2C)CC1 (stereo not given)
33	CCc1ccc(CN2CCCC3(Cc4ccccc4CNC3=O)C2)s1 (stereo not given)
34	O=C(CCc1ccccc1)N1CC[C@H]2COC(=O)N2c2cc(F)ccc2C1
35	CSc1cccc(NC(=O)C2CCN(S(=O)(=O)c3ccc4c(c3)CCCN4C(=O)C3CCC3)CC2)c1
36	COc1ccc(-c2nc3ccccc3o2)cc1NC(=O)c1cc(Br)ccc1OC
37	Ic1ccc(N2CCN(Cc3c[nH]c4ncccc34)CC2)cc1
38	Cc1ncsc1CCN(C)CC1(O)CCCNC1 (stereo not given)
39	Cc1noc2c(Nc3ccc(Cl)cc3)cc(-c3cccnc3)nc12
40	O=C(NCc1cccc(C(F)(F)F)c1)C1CCN(Cc2ccccc2-c2cccnc2)CC1

entry no.,31,32,33,34,35,36,37,38,39,40
HEK cytotox,.,4%,?,-23%[172 µM],.,.,.,4%,?,?
NIH3T3 tox,.,?,-20%,-7%[174 µM],.,.,.,-3%,?,?
SNCA viab count,-8%,.,-2%,-7%[87.6 µM],-7%,5%,-13%,-4%,-15%[87.6 µM],?
FLuc inh,.,.,.,-5%[172 µM],.,.,.,-10%,3%[172 µM],.
GPT2 inh,.,.,i,-1%[88.5 µM],.,.,-8%,-14%,1%[88.5 µM],-33%
SNCA expr inh,-23%,.,3%,?,8%,?,-13%,-2%,-29%[87.6 µM],-1%
IP6K1 inh,1,0,-1,-3,-11,2,.,2,-15,0

Four entries from above, with values under each structure:
Screens in order: HEK cytotox, NIH3T3 tox, SNCA viab count, FLuc inh, GPT2 inh, SNCA expr inh, IP6K1 inh
34: O=C(CCc1ccccc1)N1CC[C@H]2COC(=O)N2c2cc(F)ccc2C1
→ -23%[172 µM], -7%[174 µM], -7%[87.6 µM], -5%[172 µM], -1%[88.5 µM], ?, -3
35: CSc1cccc(NC(=O)C2CCN(S(=O)(=O)c3ccc4c(c3)CCCN4C(=O)C3CCC3)CC2)c1
→ ., ., -7%, ., ., 8%, -11
36: COc1ccc(-c2nc3ccccc3o2)cc1NC(=O)c1cc(Br)ccc1OC
→ ., ., 5%, ., ., ?, 2
37: Ic1ccc(N2CCN(Cc3c[nH]c4ncccc34)CC2)cc1
→ ., ., -13%, ., -8%, -13%, .

Further records follow:
41	CN(C)CCCn1cnc2cc(NC(=O)C[C@H]3NC(=O)c4ccccc4NC3=O)ccc21
42	CNC(=O)c1cc(C)nc2onc(C3CCN([S+](=O)([O-])c4ccccc4)CC3)c12
43	CCOc1ccc(NC(=O)C2CCCN(S(=O)(=O)c3cccc4nonc34)C2)cc1 (stereo not given)
44	NC(=O)[C@@H]1CN(C(=O)COc2ccccc2)C[C@H]1COc1ccccc1
45	CC(C)c1ccc(-c2noc(SCC(=O)N3CCN(c4ccc(F)cc4)CC3)n2)cc1
46	O=C(c1ccc(-c2cccc(O)c2)nc1)N1CCCN(c2ncccn2)CC1
47	O=C(c1ccc2c(c1)N(Cc1ccc(Cl)cc1)C(=O)c1ccccc1S2(=O)=O)N1CCCCCC1
48	CCc1ccccc1OCC(=O)c1ccc2c(c1)N(CC(=O)Nc1ccc(F)cc1)C(=O)CO2
49	CC(C)NC(=O)c1nn(-c2ccccc2F)nc1CO
50	COC(=O)c1c(C)oc2ccc(N(C(=O)c3ccncc3)S(=O)(=O)c3cc(C)ccc3C)cc12

entry no.,41,42,43,44,45,46,47,48,49,50
HEK cytotox,10%,-11%,.,-1%,.,?,.,40µM*,.,.
NIH3T3 tox,i,-26%,.,-10%,.,-33%,.,32µM*,.,.
SNCA viab count,4%,.,8%,-5%,3%,-7%,-16%,?,4%,-18%
FLuc inh,-3%,.,.,9%,.,-1%,.,-9%,.,.
GPT2 inh,i,.,.,i,.,-8%,.,-7%,.,.
SNCA expr inh,20%,.,-2%,21%,11%,16%,?,?,8%,?
IP6K1 inh,22,10,5,0,10,-10,7,10,14,25

51	Cc1cc(C)n(CCC(=O)N2CC3CC(C2)[C@H]2CCCC(=O)N2C3)n1 (stereo not given in full)
52	O=C(/C=C/c1ccc(F)cc1)Nc1nc2n(n1)C(c1ccc(Cl)cc1)C=C(c1ccccc1)N2 (stereo not given)
53	O=C(CCS(=O)(=O)c1cc(Br)cc2c1N(C(=O)C1CC1)CC2)N1CCN(c2cccc(Cl)c2)CC1
54	O=C(c1ccc(F)cc1)N1CCCC2(CN[S+](=O)([O-])c3ccccc3N2)C1 (stereo not given)

entry no.,51,52,53,54
HEK cytotox,16%,.,.,-12%
NIH3T3 tox,i,.,.,-15%
SNCA viab count,2%,-18%,6%,-6%
FLuc inh,7%,.,.,-3%
GPT2 inh,3%,.,.,i
SNCA expr inh,-2%,1%,-15%,-16%
IP6K1 inh,2,0,-8,17

Bioassay records deposited in PubChem by National Center for Advancing Translational Sciences (NCATS).
